# PGE2 EP2 inh: EP2 receptor (human) inhibition | P43116 | AID 1422 | C6 glioma cells expressing human EP2, cAMP TR-FRET; cells stimulated with saturating PGE2 | inhibition, % at 25 µM | 0.52% of 260,000 active;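 active means percent inhibition above 40 after rounding to a whole number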;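 further: rat C6 glioma host cells with rolipram phosphodiesterase inhibitor present; the protocol text gives 20 µM as final concentration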
# Target sequence (P43116 whole entry, looked up): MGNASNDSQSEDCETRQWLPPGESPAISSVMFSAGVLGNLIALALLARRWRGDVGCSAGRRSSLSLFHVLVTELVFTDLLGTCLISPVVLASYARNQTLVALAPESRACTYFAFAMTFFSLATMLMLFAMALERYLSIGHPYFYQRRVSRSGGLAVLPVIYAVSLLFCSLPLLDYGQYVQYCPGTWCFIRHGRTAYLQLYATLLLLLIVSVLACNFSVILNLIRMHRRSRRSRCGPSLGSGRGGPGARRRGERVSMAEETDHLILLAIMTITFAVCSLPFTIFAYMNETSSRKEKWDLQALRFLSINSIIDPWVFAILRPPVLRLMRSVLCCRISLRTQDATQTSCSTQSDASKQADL
# * hit, by the source's call; & = joins results of further samples. The list is partial, so the mix of outcomes need not match the whole.
SMILES,PGE2 EP2 inh
CCN(C1CCCCC1)S(=O)(=O)c1cccc(S(=O)(=O)N2CCOCC2)c1,10
COC(=O)[C@H]1CN(C(=O)CCc2cc(OC)no2)C[C@@H]1c1ccc(F)cc1,11
C=CCNC(=O)CN1CCC(c2ccccc2F)CC1,7
Nc1ccc(NC(=O)c2ccncc2)cc1,9
C=CCN1CCN(C(c2ccc(Cl)cc2)c2nnnn2CC2CCCO2)CC1 (stereo unspecified),7
COc1ccccc1NC(=O)c1sc(NC(=O)c2ccc(Cl)cc2Cl)c(C#N)c1C,33
Cc1ccnc(NS(=O)(=O)c2ccc(NC(=O)c3ccccc3C(=O)O)cc2)n1,6
CCOc1ccc2[nH]c3nc(SCC(=O)Nc4ccccc4F)nnc3c2c1,16
CN1CCN(C(c2cc3cc4c(cc3[nH]c2=O)OCO4)c2nnnn2Cc2ccc(F)cc2)CC1 (stereo unspecified),6
Cc1[nH]c2c(C(=O)NC(c3ccccc3)c3cccnc3)cccc2c1C (stereo unspecified),7
O=c1c2ccc(Cl)c3cccc(c32)c2nc3ccccc3n12,9
COc1ccc(F)cc1S(=O)(=O)N1CCN(c2ccc(F)cc2)CC1,1
Cc1nc(SCc2cccc3ccccc23)n[nH]1,8
CC1=C(/C=C/C(C)=C/C=C/C(C)=C/C(=O)Nc2ccc(O)cc2)C(C)(C)CCC1,10
Cc1cc(Cl)ccc1NC(=S)NCCc1ccc(S(N)(=O)=O)cc1,14
Cc1nnc(NC(=O)CSc2nc3c(c(=O)n(C)c(=O)n3C)n2Cc2ccc(F)cc2)s1,10
C=CCOc1ccccc1C1C(C(=O)OC)=C(C)NC(C)=C1C(=O)OC,11
COc1ccc(S(=O)(=O)N2CCCC(C(=O)NCc3ccco3)C2)cc1 (stereo unspecified),14
COc1ccc2c(c1)c(C(=O)COC(C)=O)c(C)n2C,6
Cc1ccc(C(=O)N2N=C(C(C)C)CC2(O)C(F)(F)F)cc1 (stereo unspecified),17
CCCn1c(SCC(=O)Nc2ccc(OCC)cc2)nnc1-c1cccnc1,10
C=CCNC(=O)c1c(O)c2cc(OC)c(OC)cc2[nH]c1=O,12
CC(C)C(=O)N1CCN(c2ccccc2NC(=O)c2ccccc2Cl)CC1,6
O=c1[nH]c(=O)c2cc(S(=O)(=O)Nc3cccc(-c4ccc(F)cc4)c3)ccc2[nH]1,7
Cc1cccc(NC(=O)CSc2nnc3n2C(C)(C)Cc2ccccc2-3)c1,0
CC(C)c1ncc(CN2CCC(O)(c3cccnc3)CC2)cn1,4
COc1c2ccccc2nc2occc12,11
Cc1ccc(CN(CCCn2ccnc2)Cc2nc3ccccc3[nH]2)o1,6
CSc1nc(N)c2ncn([C@@H]3O[C@H](COP(=O)(O)OP(=O)(O)OP(=O)(O)O)[C@H](O)C3O)c2n1 (stereo partly specified),13
COc1cc(S(=O)(=O)N2CCN(c3cccc(C)c3C)CC2)ccc1-n1cnnn1,15
O=C(O)[C@H](/C=C/c1ccccc1)c1ccccc1,12
COC(=O)C1C(=O)C2=C(CC1C)Nc1ccccc1NC2c1ccccc1Cl (stereo unspecified),6
COCCN(C(=O)C1CCCCC1)c1nnc(-c2cccc(C)c2)s1,8
CCOc1ccc(N2CC(C#N)=C3c4cc(OC)c(OC)cc4CCN3C2)cc1,7
COc1ccc(NC(=O)CSc2nc3ccccc3c(=O)n2C2CCCCC2)cc1,6
CCCCCCCCCCCCCCCCCCNC(=O)OCC(COP(=O)([O-])OCC[n+]1ccsc1)OC (stereo unspecified),16
CC(=O)c1cccc(NC(=O)Cn2nc(C)c3ccccc3c2=O)c1,15
COCCCN1C(=O)C(O)=C(C(C)=O)C1c1ccc(F)cc1 (stereo unspecified),10
CC(C)n1cc(C(=O)N2CCC3(CC2)NC(=O)c2ccccc2O3)cn1,4
O=C(NC1CCCC1)c1cccnc1,13
CC(C)N1CCC(CNC(=O)Cn2ccc3ccc(F)cc32)CC1,2
Cc1ccc2c(c1)N(CCCS(=O)(=O)[O-])/C(=C/c1cccc[n+]1C)S2,10
O=C(Nc1ncc(Cc2ccc(Cl)cc2)s1)C1COc2ccccc2O1 (stereo unspecified),7
Cc1ccc(C(c2nnnn2C2CCCCC2)N2CCSCC2)cc1 (stereo unspecified),16
Cc1cc2ccccc2nc1SCC(=O)Nc1ccccc1F,8
CC(=O)C1=C(O)C(=O)N(CCNCCO)C1c1ccc(O)cc1 (stereo unspecified),6
COc1c(Cl)cc(Cl)cc1C1C(C#N)=C(N)OC2=C1C(=O)CCC2 (stereo unspecified),8
O=C(NCc1ccccc1)N1C2CCC1CC(O)(c1cccnc1)C2 (stereo unspecified),15
O=C(COc1ccc2nncn2n1)NC1(c2ccccc2F)CCCC1,5
CCn1c(SCC(=O)Nc2ccc(NC(C)=O)cc2)nnc1-c1ccco1,13
CCc1nnc(NC(=O)C2CCCN(S(=O)(=O)c3ccc(C)c(Cl)c3)C2)s1 (stereo unspecified),8
Cc1ccc(NC(=O)Cn2cnc3ccccc32)cc1Cl,10
CCOC(=O)c1sc(NC(=O)C2CCCCC2)c(C#N)c1C,6
CCCC(c1nnnn1Cc1ccco1)N(Cc1ccco1)Cc1cc2ccc(C)c(C)c2[nH]c1=O (stereo unspecified),14
Cc1cc(C)c2c(c1)cc(C)c1nn(CC(=O)NC3CC3)c(=O)n12,8
CCn1c(CN2CCC3(CC2)Nc2ccccc2-n2cccc23)nc2ccccc21,10
Cc1ccc2[nH]c(=O)c(C(c3nnnn3C3CCCC3)N3CCCC3)cc2c1 (stereo unspecified),7
COc1cccc(-c2cc(C(F)(F)F)n3ncc(C(=O)NCc4ccc5c(c4)OCO5)c3n2)c1,23
CC1(c2nnc(Cc3ccccc3)o2)CC(c2ccc(Br)cc2)=NO1 (stereo unspecified),10
Cc1ccsc1CN(CCCN1CCOCC1)Cc1ccc2ncccc2c1,3

# 19 consecutive compounds from above, quoted:
SMILES,PGE2 EP2 inh
CC(C)n1cc(C(=O)N2CCC3(CC2)NC(=O)c2ccccc2O3)cn1,4
O=C(NC1CCCC1)c1cccnc1,13
CC(C)N1CCC(CNC(=O)Cn2ccc3ccc(F)cc32)CC1,2
Cc1ccc2c(c1)N(CCCS(=O)(=O)[O-])/C(=C/c1cccc[n+]1C)S2,10
O=C(Nc1ncc(Cc2ccc(Cl)cc2)s1)C1COc2ccccc2O1 (stereo unspecified),7
Cc1ccc(C(c2nnnn2C2CCCCC2)N2CCSCC2)cc1 (stereo unspecified),16
Cc1cc2ccccc2nc1SCC(=O)Nc1ccccc1F,8
CC(=O)C1=C(O)C(=O)N(CCNCCO)C1c1ccc(O)cc1 (stereo unspecified),6
COc1c(Cl)cc(Cl)cc1C1C(C#N)=C(N)OC2=C1C(=O)CCC2 (stereo unspecified),8
O=C(NCc1ccccc1)N1C2CCC1CC(O)(c1cccnc1)C2 (stereo unspecified),15
O=C(COc1ccc2nncn2n1)NC1(c2ccccc2F)CCCC1,5
CCn1c(SCC(=O)Nc2ccc(NC(C)=O)cc2)nnc1-c1ccco1,13
CCc1nnc(NC(=O)C2CCCN(S(=O)(=O)c3ccc(C)c(Cl)c3)C2)s1 (stereo unspecified),8
Cc1ccc(NC(=O)Cn2cnc3ccccc32)cc1Cl,10
CCOC(=O)c1sc(NC(=O)C2CCCCC2)c(C#N)c1C,6
CCCC(c1nnnn1Cc1ccco1)N(Cc1ccco1)Cc1cc2ccc(C)c(C)c2[nH]c1=O (stereo unspecified),14
Cc1cc(C)c2c(c1)cc(C)c1nn(CC(=O)NC3CC3)c(=O)n12,8
CCn1c(CN2CCC3(CC2)Nc2ccccc2-n2cccc23)nc2ccccc21,10
Cc1ccc2[nH]c(=O)c(C(c3nnnn3C3CCCC3)N3CCCC3)cc2c1 (stereo unspecified),7

# The list goes on.
SMILES,PGE2 EP2 inh
CCn1cncc1CN(Cc1ccc(C)o1)C1CC(C)(C)NC(C)(C)C1,9
Cc1cc(=O)[nH]c(Nc2ccc(Cl)c(Cl)c2)n1,9
C=CCN(C(=O)c1csnn1)C(C(=O)NC(C)(C)C)c1ccc(Cl)cc1 (stereo unspecified),6
COc1ccccc1N(CC(=O)N1CCN(C)CC1)S(=O)(=O)c1ccc(C)cc1,6
CC(C)CCNc1ncnc2[nH]ncc12,13
O=C1NC(=O)[C@@](Cc2ccccc2)(c2cccnc2)N1,17
Cc1ccccc1CC(=O)N1CCC(n2nnc3ccccc3c2=O)CC1,5
COc1ccccc1CN(Cc1cc2cc(OC)c(OC)cc2[nH]c1=O)C(=O)c1ccco1,14
COc1ccc(N(CC(=O)NC2CCCCC2)C(=O)c2ccc(-c3ccccc3)[nH]2)cc1,9
Cc1cccc2cc(C#N)c(NC3CCCCC3)nc12,15
CC1CCN(c2nc3c(c(=O)[nH]2)CN(Cc2cc(F)ccc2F)CC3)CC1,5
COc1ccc(NC(=O)CSc2ncc(-c3ccccc3)n2Cc2ccco2)c(OC)c1,5
COc1ccc(NC(=S)N(CCCO)Cc2cc3cc(C)cc(C)c3[nH]c2=O)cc1,20
Cc1cc2ccccc2n2c(SCC(=O)Nc3nc(C(C)(C)C)cs3)nnc12,11
COc1ccc(-c2c(C)nn3c(NCCCN4CCOCC4)cc(C)nc23)cc1,9
CCc1cc(=O)[nH]c(NC2CCN(C(=O)c3ccc4c(c3)OCO4)CC2)n1,6
C[C@@H](CS(=O)(=O)Cc1ccccc1)C(N)=O,6
Cc1nc2c(c(=O)[nH]1)CN(Cc1ccc(N3CCCCC3)cc1)CC2,7
Cc1ccc2c(c1)C(=O)CC1(CCN(CC(=O)c3ccc4c(c3)OCCO4)CC1)O2,9
COc1ccc(NC(=O)CSc2nc(C(C)C)nc3sc(C)c(C)c23)cc1,19
CCOCCNC(=O)CSc1ccc(-c2ccc(OC)cc2)nn1,23
CCc1nnc(NC(=O)CCN2C(=O)/C(=C/c3cccs3)SC2=S)s1,11
CC[C@@H](Cn1nnc2ccccc2c1=O)NC(=O)Cn1c(C)c(C(C)=O)c2ccccc21,6
Cc1cccc(C)c1NC(=O)C(C)N (stereo unspecified),17
O=C(Nc1ccc(F)cc1)N(Cc1cc2cc3c(cc2[nH]c1=O)OCO3)CC1CCCO1 (stereo unspecified),8
O=C(NNC(=S)Nc1ccc(Br)cc1)c1cccnc1,11
CC(=O)NC1CC2CCCC(C1)N2C(=O)Nc1cc(C)cc(C)c1 (stereo unspecified),12
O=C(O)/C=C/c1c2ccc(=O)c(O)c-2oc2c(O)c(O)ccc12,10
O=C(O)CNS(=O)(=O)c1ccc2c3c(cccc13)C(=O)N2,15
CC1CCN(c2ccc(NC(=O)c3ncoc3-c3cccc(F)c3)cc2C(N)=O)CC1,3
Cc1cc(NC(=O)Nc2ccc3c(ccn3C)c2)sn1,19&18
Cc1ccccc1N1CC(O)=C(c2nc3ccccc3s2)C1=N,15
COc1ccc2c(c1)cc(C)c1nnc(SCC(N)=O)n12,5
Cc1onc(-c2c(F)cccc2Cl)c1C(=O)N[C@@H]1C(=O)N2[C@H]1SC(C)(C)[C@H]2C(=O)O,55*
CCCCNC(=O)c1onc(CSc2cccc(OC)c2)c1C(=O)NCCCC,4
C#CC(O)(c1ccccc1)c1cccnc1 (stereo unspecified),8
Cc1cc(=Nc2ccc3c(c2)c(N)cc(C)[n+]3C)nc(N)n1C,42*
Cc1cc(C)nc(NNC(=O)c2ccccc2)n1,12
CCC(CC)C(=O)Nc1nnc(-c2ccccc2)s1,11
Cc1cc(C)c2[nH]c(=O)c(CN(CCCO)C(=O)c3ccncc3)cc2c1,11
COC(=O)c1ccc(Cn2cc([N+](=O)[O-])cn2)o1,8
CCOC(=O)C1CCN(C(c2cc3cc(CC)ccc3[nH]c2=O)c2nnnn2CC2CCCO2)CC1 (stereo unspecified),17
CN(C)S(=O)(=O)c1ccc(S(=O)(=O)N2CCCC(C(=O)NC(C)(C)C)C2)cc1 (stereo unspecified),7
C[C@H](CN(C)C)C(=O)c1ccccc1C(=O)O,8
COc1ccc(C(=O)N2CCC(c3nc4ccccc4[nH]3)CC2)cc1,9
Cc1nn(C)cc1S(=O)(=O)N1CCCC(CN2CCOCC2)C1 (stereo unspecified),0
O=C(CN1CCC(n2nnc3ccccc3c2=O)CC1)N1CCCC1,6
C=CCn1c(N2CCCC(C)C2)nc2c1c(=O)n(C)c(=O)n2C (stereo unspecified),9
C=C(C)Cn1c(N2CCCC(C)C2)nc2c1c(=O)[nH]c(=O)n2C (stereo unspecified),11
COc1cccc(OC)c1C(=O)Nc1ccc(N2CCCC2)cc1,15
Cc1ccc(NC(=O)c2ccccc2C(=O)O)cc1C,9
Nc1ncnc2c1ncn2[C@@H]1O[C@H](CO)C[C@H]1O,14
CC(C)C(=O)c1cn(CC(=O)NCc2ccccc2)c2ccccc12,14
COc1ccc2c(Cl)c(C(=O)Nc3cccc(C(C)=O)c3)sc2c1,16
CCOc1ccc(NC(=O)CSc2nc3sc(C)c(C)c3c(=O)[nH]2)cc1,9
CN1CCN(c2nc3c(c(=O)n(C)c(=O)n3C)n2C)CC1,11&14
Cc1cc(C)c2[nH]c(=O)c(CN(CCc3ccccc3)C(=O)C3CCCCC3)cc2c1,11
COc1ccc(NCc2ccc(O)c3ncccc23)cc1,11
COc1ccccc1NC(=O)C1=C(C)NC2=C(C(=O)CCC2)C1c1cccc(C)c1 (stereo unspecified),12
COc1ccc(CN(Cc2coc3ccc(C)cc3c2=O)CC2CCCO2)c(OC)c1 (stereo unspecified),12

# More records:
SMILES,PGE2 EP2 inh
Cc1ccc2c(c1)nnn2C1CCN(C(=O)Nc2ccc(C#N)cc2)CC1,7
Cn1c(N2CCCC(C(=O)NCCCN3CCOCC3)C2)nc2ccccc21 (stereo unspecified),3
O=C(CN1CCN(C(=O)c2ccco2)CC1)Nc1cccc2ccccc12,27
C[N+]1(CCN=C=NC2CCCCC2)CCOCC1,43*
Cc1cc(=O)[nH]c2ccc(N)cc12,7
O=C(Nc1ccc(Cl)cc1)NC1CC2CCCC(C1)N2Cc1ccco1 (stereo unspecified),24
CC(NCCCN(C)C)C(=O)NCc1ccco1 (stereo unspecified),8
